ERG-DNA inh = inhibitors of human ERG Ets domain-DNA interaction; Potency, µM (series often up to 76.9 µM), without a hit: at the top dose FP activity, negative = inhibition, usual class: inhibitors; AID 624246; 370,000 tested, 0.028% active; fluorescence polarization, His-ERG Ets domain / labelled DNA; active = well fitted inhibition curve with a large enough effect in the polarisation, with a control signal flat; inconclusive = small, poorly fitted or top-dose-only effect, or effect the other way, or a change in a side signal; inactive = no such curve, though single readings can be large or run the other way; the % refers to the polarisation;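 note: polarization taken with two DNA probes labelled with fluorescein and Texas red; potency is the fitted concentration of half-maximal effect; % of control where 0% means no effect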
Target sequence (P11308 whole entry, looked up, the tested form may be a part): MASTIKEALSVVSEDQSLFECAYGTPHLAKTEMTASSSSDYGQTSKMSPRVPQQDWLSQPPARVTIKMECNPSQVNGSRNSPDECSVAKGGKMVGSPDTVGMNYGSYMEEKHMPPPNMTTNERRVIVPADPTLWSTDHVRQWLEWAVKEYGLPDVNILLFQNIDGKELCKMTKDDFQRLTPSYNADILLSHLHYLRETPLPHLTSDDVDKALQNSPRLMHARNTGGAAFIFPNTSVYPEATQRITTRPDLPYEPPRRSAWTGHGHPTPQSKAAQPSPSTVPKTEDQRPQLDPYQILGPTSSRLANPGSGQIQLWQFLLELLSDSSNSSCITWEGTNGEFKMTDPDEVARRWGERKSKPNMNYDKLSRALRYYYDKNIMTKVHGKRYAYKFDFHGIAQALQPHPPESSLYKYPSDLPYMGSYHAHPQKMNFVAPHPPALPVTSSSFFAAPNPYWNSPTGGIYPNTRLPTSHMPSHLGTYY
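His-tagged ERG Ets domain (1 uM in the protein solution; 300mM KCl, 50mM Tris-HCl, 1mM EDTA, 1mM DTT, pH 7.5) received compound, then a probe mix of 5 nM fluorescein-DNA and 100nM Texas-615-DNA. Fluorescence polarization was read for both dyes.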
BAZ2B inh = blocks human BAZ2B. Potency, µM (series often up to 114 µM), inactives show top-dose activity change, negative = inhibition, most hits filed as inhibitors. 360,000 tested, 4.4% active. AlphaScreen BAZ2B-H3K14Ac peptide displacement. Q9UIF8; note: potency is the fitted concentration of half-maximal effect; % is set by controls: 0 for no effect and ±100 for the full control effect; nearly all actives have a fitted effect of over 60% in size
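In this displacement format the biotinylated H3(5-23) peptide acetylated at Lys14 serves as ligand at 50 nM, with BAZ2B at 50 nM in PBS pH 7.4 containing 0.01% Tween-20. Donor and acceptor beads are 10 ug/mL final.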
HP1b chromo inh = HP1-beta chromodomain-methylated histone interaction inhibition | P83916 | AlphaScreen HP1-beta / biotin-H3K9me3 peptide binding | Potency, µM (top dose mostly 114 µM), without a hit: at the highest dose activity change, negative = inhibition, most hits filed as inhibitors | 390,000 tested, 0.56% active; note: potency is the fitted concentration of half-maximal effect; nearly all actives have a fitted effect of over 70% in size; inactives centre near 23
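Compound inhibition of the preformed complex between 50 nM HP1-beta and 50 nM biotinylated H3K9me3 peptide was read by AlphaScreen. Buffer was PBS pH 7.4 with 0.01% Tween-20. Incubations ran 30 min at room temperature, with 10 ug/mL donor/acceptor beads.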
GLS inhibitor = blocks human kidney-isoform glutaminase activity | GLS enzymatic activity, qHTS titration | Potency, µM (titrated, usually from 45.5 µM), inactives show top-dose activity change, negative = inhibition, actives largely listed as inhibitors | 410,000 tested, 0.21% active; note: potency is the fitted concentration of half-maximal effect; % is set by controls: 0 for no effect and ±100 for the full control effect
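hKGA in 45 mM KH2PO4 pH 8.2, 0.02% Tween-20 with pin-transferred compounds; 1 mM L-glutamine (stock) plus glutamate oxidase/HRP/Amplex Red coupling added. Fluorescence read initially and after 30 min at RT.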
RGS4 inhibitor = blocks human RGS4-accelerated GTP hydrolysis; Transcreener GDP fluorescence polarization, RGS4-accelerated GTP hydrolysis; Potency, µM (highest dose often 114 µM), for the others: at the highest dose activity change, negative = inhibition, usual class: inhibitors; 390,000 tested, 0.039% active; P49798; note: potency is the fitted concentration of half-maximal effect; % is set by controls: 0 for no effect and ±100 for the full control effect; nearly all actives have a fitted effect of over 75% in size; some results filed as inactive show a strong effect at the top dose
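MLSMR compounds (23 nl, pin-transferred) preincubated 10 min at room temperature with a 500nM (2x) first reagent, then RGS4 at 900nM (2x) plus Transcreener GDP mix added; fluorescence polarization (620/688 nm) read before and after 90 min at 30 °C.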
PI4K2A inh = blocks human PI4K2A kinase activity; 420,000 tested, 0.13% active; Q9BTU6; purified PI4K2A, ADP-Glo luminescence, 1 h; hits give low values; activity change, negative = inhibition, % at 76.9 µM; AID 1346378; in the data active = activity change below about -50%; inconclusive = mostly about -30% to -49%;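 note: -100% = wells without enzyme as full effect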
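Compounds are screened against recombinant PI4K2A using PI as substrate and ATP, the latter dispensed at 300 microM. Reactions run one hour at ambient temperature before ADP-Glo detection; full inhibition defined by wells lacking enzyme.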
JMJD2A Tudor = inhibitors of human JMJD2A Tudor domain; O75164; AlphaScreen JMJD2A-Tudor / H3K4me3 peptide binding; Potency, µM (highest dose often 114 µM), for the others: top-dose activity change, negative = inhibition, hits mostly inhibitors; 390,000 tested, 4.4% active; note: potency is the fitted concentration of half-maximal effect; % is set by controls: 0 for no effect and ±100 for the full control effect; nearly all actives have a fitted effect of over 50% in size
12-LOX inh = ALOX12 (human) lipoxygenase inhibition. P18054. purified 12hLO, xylenol orange hydroperoxide absorbance. Potency, µM (titrated, usually from 108 µM), for inactives: top-dose activity change, negative = inhibition, hits mostly inhibitors. 580,000 tested, 1.1% active; note: potency is the fitted concentration of half-maximal effect; % is set by controls: 0 for no effect and ±100 for the full control effect
Target sequence (P18054 whole entry, looked up): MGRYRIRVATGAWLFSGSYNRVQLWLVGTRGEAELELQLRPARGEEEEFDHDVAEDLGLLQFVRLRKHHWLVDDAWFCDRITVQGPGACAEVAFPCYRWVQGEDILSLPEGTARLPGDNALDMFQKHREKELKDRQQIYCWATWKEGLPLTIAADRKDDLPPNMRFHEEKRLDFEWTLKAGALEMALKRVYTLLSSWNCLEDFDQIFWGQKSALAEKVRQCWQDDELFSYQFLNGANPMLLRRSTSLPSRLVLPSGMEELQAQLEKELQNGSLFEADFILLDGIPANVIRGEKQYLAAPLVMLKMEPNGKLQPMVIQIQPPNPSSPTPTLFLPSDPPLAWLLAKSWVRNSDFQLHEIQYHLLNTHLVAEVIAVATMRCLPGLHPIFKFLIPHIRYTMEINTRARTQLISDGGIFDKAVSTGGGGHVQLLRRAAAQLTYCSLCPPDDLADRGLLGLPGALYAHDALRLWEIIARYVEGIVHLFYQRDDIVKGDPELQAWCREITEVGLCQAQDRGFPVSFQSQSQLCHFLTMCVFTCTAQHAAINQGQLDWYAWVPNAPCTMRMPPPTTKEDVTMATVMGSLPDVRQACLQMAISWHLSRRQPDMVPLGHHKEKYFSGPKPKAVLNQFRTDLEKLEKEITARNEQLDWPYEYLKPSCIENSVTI
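Hydroperoxide product was detected by ferrous iron/xylenol orange as the 573 to 405 nm absorbance ratio. Arachidonic acid at 40 uM (final) was turned over for 30 min at room temperature by 150 nM human 12hLO, pH 7.0 Hepes buffer, after 15 min compound preincubation.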
G9a block = blocks human histone lysine methyltransferase G9a; Potency, µM (series often up to 102 µM), inactives show top-dose activity, negative = inhibition, most hits filed as inhibitors; G9a H3K9 monomethylation, AlphaScreen, 2 h; 350,000 tested, 8.8% active; AID 504332; note: potency is the fitted concentration of half-maximal effect; % is set by controls: 0 for no effect and ±100 for the full control effect; nearly all actives have a fitted effect of over 75% in size
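Enzyme 20 nM + cpd, 15 min RT; add b-H3K9 pep 500 nM / SAM 20 uM; 2 h RT; anti-H3K9me1 Ab 0.5 ug/mL + SA donor / anti-rabbit acceptor beads 20 ug/mL each, 10 min; AlphaScreen read.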
Active calls of the source: *; ? = inconclusive; / = no result given; [ ] = dose if it differs, or a comment. Unless noted, calls come from the whole dose curve; as a rule, active = well fitted curve in the direction sought with a large enough effect; inconclusive = small, poorly fitted or top-dose-only effect, or another doubt; inactive = no such curve, though single readings can be large; an effect the other way counts as inactive or inconclusive. Only part of the results is shown, so the mix of outcomes need not match the whole.

SMILES	ERG-DNA inh	BAZ2B inh	HP1b chromo inh	GLS inhibitor	RGS4 inhibitor	PI4K2A inh	JMJD2A Tudor	12-LOX inh	G9a block
Cc1cc(C(=O)N2CCCC(C(=O)c3ccc(Cl)cc3C)C2)no1 (stereo unspecified)	-7%	5%	17%	0%	6%	0	4%	393%[activator]	24%
CCOc1nc(NCCO)nc(Nc2ccc([N+](=O)[O-])cc2)n1	4%	-7%	37%[activator]	8%	-9%	-2	-28%	1%	11%
CCOC(=O)CNC(=O)c1sc(NC(=O)c2ccccc2F)nc1C	/	-5%	31%	-4%	-9%	-6	5%	9%	-21%
CCn1c(SCC(=O)Nc2cccc(NC(C)=O)c2)nnc1-c1ccco1	7%	5%	15%	2%	-3%	0	-12%	-11%	11%
Cc1nn(-c2ccccc2)c(N2CCCC2)c1/C=N/NC(=O)c1cc(-c2cccs2)nc2ccccc12	3%	-3%	-1%	18%	-43%	2	-31%	18%	-5%[59 µM]
CCN(CC)C(=O)c1oc2ccc(S(=O)(=O)N3CC(C)CC(C)C3)cc2c1C (stereo unspecified)	14%	4%	43%[activator]	10%	-22%	-22	1%	-13%	-41%
COc1cccc(NC(=S)N2CCc3cc(OC)c(OC)cc3C2)c1	-22%	-30%	22%	-14%	?	1	-12%	?	-46%
CCN(CC(=O)Nc1ccc(OC)cc1)C(=O)c1ccc(OCc2c(C)noc2C)cc1	9%	/	38%	-6%	3%	-1	3%	?	/
COc1ccc(NC(=O)CN(C)C(=O)c2ccccc2OCC(=O)Nc2cccc(C(F)(F)F)c2)cc1	13%	6%	14%	0%	-26%	-3	0%	-17%	7%[59 µM]
Cc1nc(N)ncc1-c1ccc2c(c1)OCO2	-10%	1%	14%	-7%	5%	-1	5%	6%	-6%
CNc1nc2c(-c3ccc(Cl)cc3)nnn2c2ccccc12	-9%	10%	27%	-9%	-6%	3	-22%	?	-24%
CCOc1ccc(NC(N)=O)cc1OCC	1%	?	-8%	13%	-22%	-5	-31%	-10%	-6%[59 µM]
CCCOc1ccc(Nc2nc(SC)ncc2C(=O)OCC)cc1	-2%	38%[activator]	98%[activator]	1%	-13%	-4	59%[activator]	-7%	99%[activator][59 µM]
COc1ccc(S(=O)(=O)N2CCSC2c2ccc(OC)c(OC)c2)cc1 (stereo unspecified)	-12%	-9%	18%	8%	1%	-4	-13%	?	-36%[59 µM]
CCN1CCN(C(=O)CN(c2ccc(C)cc2)S(C)(=O)=O)CC1	-12%	-31%	9%	11%	39%	-3	0%	?	9%[59 µM]
CN(c1ccccc1)S(=O)(=O)c1ccc(NC(=S)NC(=O)c2ccccc2)cc1	6%	-14%	-6%	18%	-22%	7	-16%	14µM*	-41%
C=CCN([C@@H](CC(C)C)C(=O)OC)S(=O)(=O)N(CC=C)[C@@H](CC(C)C)C(=O)OC	-13%	25%	70%[activator]	-1%	6%	1	38%[activator]	2%	9%[0.501 µM]
COc1ccccc1N1C(=O)CC(N(O)c2ccccc2)C1=O (stereo unspecified)	-1%	2%	14%	1.3µM*	-15%	5	-10%	?	?
CSc1nc2ccccc2cc1/C=C(\C#N)c1cccc(C)c1	-5%	73%[activator]	83%[activator]	-10%	-8%[11.4 µM]	1	10%[11.4 µM]	0%	83%[activator]
COc1ccc(NC(=O)C2CCN(S(=O)(=O)c3ccc4[nH]c(=O)oc4c3)CC2)c(OC)c1	-3%	-26%	5%	4%	1%	2	-19%	/	-3%
Cc1nc([N+](=O)[O-])c(Br)n1CC(=O)c1ccccc1	1%	-17%	36%	-7%	19%	3	-25%	?	?
Cc1ccc(Nc2nnc(SCC(=O)NC3CC3)s2)cc1	-1%	-5%	24%	11%	-15%	3	-15%	13%	?
Cc1ccc(CNC(=O)c2ccc(C#CC(C)(C)O)s2)cc1	-1%	4%	26%	-5%	4%	-6	-12%	0%	23%[12.7 µM]
COc1ccc(NS(=O)(=O)c2cccc(C(=O)O)c2)cc1S(=O)(=O)N1CCCCC1	-2%	/	32%[activator]	2%	15%	-1	-4%	-14%	/
CC1CN(C(=O)c2ccccc2Nc2ccc(SC(F)F)cc2)CC(C)O1 (stereo unspecified)	2%	-34%	35%	6%	-1%	1	0%	2%	-3%

Individual results from the entries so far:
Result of `Cc1ccc(Nc2nnc(SCC(=O)NC3CC3)s2)cc1` under HP1b chromo inh: 24%
Result of `Cc1ccc(CNC(=O)c2ccc(C#CC(C)(C)O)s2)cc1` under PI4K2A inh: -6
Result of `Cc1nc(N)ncc1-c1ccc2c(c1)OCO2` under RGS4 inhibitor: 5%
Result of `CCN(CC(=O)Nc1ccc(OC)cc1)C(=O)c1ccc(OCc2c(C)noc2C)cc1` under GLS inhibitor: -6%

Full records, looked up by structure:
Results for CCOc1nc(NCCO)nc(Nc2ccc([N+](=O)[O-])cc2)n1 : ERG-DNA inh: 4%; BAZ2B inh: -7%; HP1b chromo inh: 37%[activator]; GLS inhibitor: 8%; RGS4 inhibitor: -9%; PI4K2A inh: -2; JMJD2A Tudor: -28%; 12-LOX inh: 1%; G9a block: 11%
Results for CCOc1ccc(NC(N)=O)cc1OCC : ERG-DNA inh: 1%; BAZ2B inh: ?; HP1b chromo inh: -8%; GLS inhibitor: 13%; RGS4 inhibitor: -22%; PI4K2A inh: -5; JMJD2A Tudor: -31%; 12-LOX inh: -10%; G9a block: -6%[59 µM]

(next part)
SMILES	ERG-DNA inh	BAZ2B inh	HP1b chromo inh	GLS inhibitor	RGS4 inhibitor	PI4K2A inh	JMJD2A Tudor	12-LOX inh	G9a block
CCN1CCN(S(=O)(=O)c2ccc(Cl)c(C(=O)Nc3ccccc3N3CCCC3)c2)CC1	-18%	?	-18%	27%	33%	18	?	/	24%[0.501 µM]
Cc1ccc(OCCn2cc(C#N)c3ccccc32)cc1	-1%	70%[activator]	99%[activator]	0%	-3%	-4	52%[activator]	1%	76%[activator][59 µM]
CCN(c1ccccc1)S(=O)(=O)c1ccc(OC)c(NC(=O)c2cc(F)c(F)c(F)c2F)c1	1%	/	35%	16%	-2%	0	-12%	?	/
O=C(c1ccc(F)cc1)N(Cc1cccs1)C1CCS(=O)(=O)C1 (stereo unspecified)	0%	-13%	59%[activator]	2%	17%	4	3%	-26%	/
Cc1cc(NC(=O)CN(C)S(=O)(=O)c2ccc3c(c2)CCC(=O)N3)ccc1Br	-5%	-3%	11%	2%	2%	1	-12%	-23%	-47%[59 µM]
COc1ccccc1NC(=O)NNC(=O)C(C)Oc1ccc2ccccc2c1 (stereo unspecified)	4%	-18%	27%	17%	5%	1	-32%	3%	45%
CN(C)C(C)(C)C#CC(O)(c1ccccc1)c1ccccc1	64%[activator]	-14%	18%	-11%	-11%	5	-3%	-10%	-5%
Cc1cccc(NC(=O)COC(=O)c2ccccc2SCC(=O)N2CCCC2)c1	-2%	6%	29%	-3%	5%	0	-15%	?	54%[activator]
CCc1cc2c(COC(=O)c3cccc(S(C)(=O)=O)c3)cc(=O)oc2cc1O	2%	?	-3%	10%	1%	-11	-25%	?	-12%
O=P(O)(O)c1ccccc1OCCOCCOc1ccccc1P(=O)(O)O	2%	16%	8%	2%	-9%	-5	?	?	?
Fc1ccccc1C1c2[nH]c3ccccc3c2CCN1Cc1ccoc1 (stereo unspecified)	3%	?	-22%	3%	-9%	0	?	-13%	?
O=C(NC1CCCc2ccccc21)C1CCN(S(=O)(=O)N2CCCCCC2)CC1 (stereo unspecified)	-1%	5%	54%[activator]	0%	2%	8	-5%	-3%	-5%
CC(=O)Nc1cccc(C(=O)OCC(=O)NC(=O)Cc2ccccc2)c1	11%	9%	20%	-8%	0%	-4	-7%	0%	12%[0.501 µM]
Cc1nc2ccn(Cc3ccccc3)c(=O)c2cc1C(=O)Nc1ccc(F)cc1Cl	0%	-2%	50%[activator]	1%	-16%	3	4%	-28%	3%[59 µM]
COc1cc(NC(=O)Cn2c(=O)cc(C)c3c(C)nn(-c4ccc(C)cc4)c32)cc(OC)c1	1%	-14%	-24%	4%	-7%	-5	-22%	-7%	18%[59 µM]
CC1=CC(C)(C)N(C(=O)CSc2ncn[nH]2)c2ccc(C)cc21	/	8%	15%	7%	13%	-4	-17%	17%	1%[12.7 µM]
CC(C)CC(O)(c1ccccc1)C(CN1CCOCC1)c1ccccc1 (stereo unspecified)	0%	0%	80%[activator]	-3%	-18%[56.9 µM]	-1	-5%	0%	-9%
C=CCc1ccc(O)c(-c2cc(CC=C)ccc2O)c1	-1%	-14%	25%	0%	9%	0	-25%	?	?
COc1ccc(C)cc1N(C(=O)c1ccc(C#N)cc1)C1=NC(C)(C)CS1	?	-20%	29%	0%	0%	3	0%	0%	28µM*
O=C1NCCN1c1ccc(CN2CCN(C3CCCCC3)C(CCO)C2)cc1 (stereo unspecified)	-8%	0%	2%	0%	4%	-3	?	-1%	31%
Cc1ccc([N+](=O)[O-])cc1NC(=O)C(Sc1ccccc1)c1ccccc1 (stereo unspecified)	-12%	-34%	11%	0%	-18%	-3	-15%	?	-3%[59 µM]
CC1(C)CC(N2CCCC2)=CC(=[N+]2CCCCC2)C1	5%	-24%	-14%	-3%	-6%[11.4 µM]	-1	-11%	40µM*	?
CCN1CCC(N(Cc2ccc3c(c2)OCO3)C(=O)Nc2cccc(C)c2C)CC1	0%	3%	30%	-3%	0%	2	3%	?	-1%[59 µM]
CCCNC(=S)N1CCC(NC(=O)C2CCCCC2)CC1	-8%	2%	?	2%	-45%[56.9 µM]	0	22µM*	0%	7%[12.7 µM]

From PubChem
